Screening data: PubChem BioAssay, The Scripps Research Institute Molecular Screening Center
PME-1 primary: PME-1 (human) inhibition; Q9Y570; recombinant PME-1, FP-Rh probe fluorescence polarization; inhibition, % at 5.9 µM; 320,000 compounds, 0.53% hits; AID 2130;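 active = inhibition above the campaign mean of all compounds plus 3 SD, cut at about 26% in these data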;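 also: competitive labeling of PME-1 active site by serine hydrolase directed probe; 0% = PME-1 with DMSO and 100% = wells lacking PME-1 enzyme; inhibitors block probe labeling so polarization falls and inhibition rises; many of its hits are not listed in these tables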
PAD4 inh: inhibitors of human PAD4 | inhibition, % at 6.36 µM | 330,000 compounds, 0.41% hits | recombinant PAD4, RCA probe fluorescence polarization | Q9UM07;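 active = percent inhibition above a cutoff equal to the mean of all tested compounds plus 3 SD, cut at about 15% in these data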;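 also: 0% = PAD4 with RCA probe and DMSO and 100% = probe without PAD4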
LYPLA1 counter: counter-screen for PME1 inhibitors: inhibitors of human LYPLA1; O75608; recombinant LYPLA1, FP-Rh probe fluorescence polarization; inhibition, % at 5.9 µM; 320,000 compounds, 0.16% hits; AID 2174;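 active = inhibition above the mean of all tested compounds plus 3 SD, set per campaign, cut at about 14% in these data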;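 also: inhibitors block serine hydrolase probe labeling of LYPLA1 so polarization falls; 0% = enzyme with DMSO and 100% = wells lacking LYPLA1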
pPAFAH inh: inhibitors of human plasma PAF acetylhydrolase (pPAFAH) | AID 463082 | inhibition, % at 3.39 µM | recombinant pPAFAH, FP-rhodamine probe fluorescence polarization | 330,000 compounds, 1.5% hits | Q13093;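 active = inhibition above the mean inhibition across the screen plus 3 SD, cut at about 25% in these data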;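 also: inhibitors block binding of the rhodamine activity-based probe so polarization drops; 0% = enzyme with DMSO and 100% = wells lacking pPAFAH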
Target sequence (Q13093 whole entry, looked up): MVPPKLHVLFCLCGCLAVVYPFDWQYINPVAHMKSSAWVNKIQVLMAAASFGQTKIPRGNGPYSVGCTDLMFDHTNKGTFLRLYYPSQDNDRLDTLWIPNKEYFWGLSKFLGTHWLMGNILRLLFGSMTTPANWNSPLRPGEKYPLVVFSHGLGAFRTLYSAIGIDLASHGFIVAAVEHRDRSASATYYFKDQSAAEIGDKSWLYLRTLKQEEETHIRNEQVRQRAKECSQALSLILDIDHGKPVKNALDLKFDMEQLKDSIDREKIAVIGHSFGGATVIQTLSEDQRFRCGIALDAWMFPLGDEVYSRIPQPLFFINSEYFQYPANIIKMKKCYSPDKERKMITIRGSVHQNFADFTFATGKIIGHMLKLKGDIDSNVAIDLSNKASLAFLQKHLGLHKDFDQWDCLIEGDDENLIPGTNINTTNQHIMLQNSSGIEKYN
PAFAH1B2 inh: blocks human PAF acetylhydrolase 1b catalytic subunit 2. P68402. recombinant PAFAH1B2, FP-rhodamine activity probe, fluorescence polarization. inhibition, % at 3.39 µM. 340,000 compounds, 1.2% hits;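 active = inhibition above the mean of all tested compounds plus 3 SD, cut at about 24% in these data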;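 also: 0% = enzyme with DMSO and 100% = wells lacking PAFAH1B2; many of its hits are not listed in these tables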
LYPLA2 inh: counter-screen for PME1 inhibitors: inhibitors of human LYPLA2. recombinant LYPLA2, FP-Rh probe fluorescence polarization. inhibition, % at 5.9 µM. 320,000 compounds, 0.38% hits. O95372. AID 2177;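 active = inhibition above the screen-wide mean plus 3 SD, limit set per campaign, cut at about 26% in these data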;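 also: 0% = LYPLA2 with DMSO and 100% = wells lacking LYPLA2 enzyme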
Target sequence (O95372 whole entry, looked up): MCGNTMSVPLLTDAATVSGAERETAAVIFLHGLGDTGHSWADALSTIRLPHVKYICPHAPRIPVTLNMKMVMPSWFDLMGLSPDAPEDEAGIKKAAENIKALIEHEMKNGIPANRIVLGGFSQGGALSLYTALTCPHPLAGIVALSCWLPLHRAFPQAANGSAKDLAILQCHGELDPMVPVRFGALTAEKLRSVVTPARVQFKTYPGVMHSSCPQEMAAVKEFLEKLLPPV
GSTO1 inh: counter-screen for RBBP9 inhibitors: inhibitors of human GSTO1. recombinant GSTO1, activity-based probe fluorescence polarization. inhibition, % at 5.96 µM. 300,000 compounds, 1.1% hits. AID 1974;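 active = inhibition above the campaign mean inhibition plus 3 SD, cut at about 35% in these data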;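 also: 0% = GSTO1-1 with DMSO and 100% = wells lacking GSTO1-1 enzyme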
Target sequence (P78417 whole entry, looked up): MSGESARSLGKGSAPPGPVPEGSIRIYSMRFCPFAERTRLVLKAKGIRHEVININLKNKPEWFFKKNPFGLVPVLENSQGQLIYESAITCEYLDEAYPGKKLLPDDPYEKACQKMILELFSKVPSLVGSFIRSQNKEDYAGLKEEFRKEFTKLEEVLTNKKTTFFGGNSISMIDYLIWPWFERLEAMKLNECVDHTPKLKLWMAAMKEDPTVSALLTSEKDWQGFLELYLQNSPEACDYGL
PAFAH1B3 FP inh: PAFAH1B3 (human) inhibition | 340,000 compounds, 0.28% hits | AID 492972 | Q15102 | recombinant PAFAH1B3, FP-rhodamine probe, fluorescence polarization | inhibition, % at 3.39 µM;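 active = inhibition above the screen-wide average of all tested compounds plus 3 SD, cut at about 25% in these data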;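 also: 0% = enzyme with DMSO only and 100% = wells lacking PAFAH1B3 protein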
PREPL inhibitor: inhibitors of human prolyl oligopeptidase-like enzyme PREPL. Q4J6C6. recombinant PREPL, fluorescence polarization activity-based probe. inhibition, % at 5.96 µM. 320,000 compounds, 0.68% hits. AID 2751; in the data active = inhibition above about 43%;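 also: 0% = enzyme with DMSO and 100% = wells lacking enzyme; many of its hits are not listed in these tables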
An asterisk follows results filed as active; nt = no result given.

SMILES	PME-1 primary	PAD4 inh	LYPLA1 counter	pPAFAH inh	PAFAH1B2 inh	LYPLA2 inh	GSTO1 inh	PAFAH1B3 FP inh	PREPL inhibitor
COc1c(N2CCN(C(=S)Nc3ccc(F)cc3)C(C)C2)c(F)cc2c(=O)c(C(=O)O)cn(C3CC3)c12 (stereo unspecified)	2.5	-2.2	-1.7	-4.5	1.0	-1.7	-3.2	1.2	9.7
Cc1[nH]c2ccccc2c1C(=O)CSc1cccc[n+]1[O-]	1.6	1.6	-1.3	1.2	5.6	0.2	4.9	-1.2	1.5
N=c1c(S(=O)(=O)c2ccc(Cl)cc2)cc2c(=O)n3ccccc3nc2n1Cc1cccnc1	0.2	2.0	-2.1	0.6	1.2	-2.5	1.1	7.0	2.1
O=C(Nc1ccc(F)cc1)c1ccc(Br)c(S(=O)(=O)N2CCOCC2)c1	1.4	-0.7	-4.3	1.2	-4.5	-1.8	6.7	-2.9	-2.9
Nc1nnnn1CC(=O)N/N=C/C=C/c1ccccc1	-1.0	2.0	1.1	4.9	nt	-7.8	-2.7	nt	-4.2
CCn1c(CCCNC(=O)c2ccc(F)cc2)nc2ccccc21	-0.1	1.0	3.2	2.5	-1.2	1.1	1.4	-1.1	3.4
COc1ccccc1N=c1c2c([N+](=O)[O-])cc([N+](=O)[O-])cc2n(O)n1-c1ccccc1OC	-1.8	0.1	5.3	5.2	nt	7.9	15.3	nt	2.7
CCN(CCO)Cc1csc2ccc(Br)cc12	-4.2	-2.2	0.4	-0.5	2.5	5.3	9.2	12.9	-13.5
Cc1nn(-c2nc3ccccc3[nH]2)c(N)c1-c1ccccc1	11.6	6.7	-0.9	-8.9	10.8	-2.1	-0.1	7.2	0.6
COc1cc(C(=O)NNC(=O)c2cc(=O)[nH]c3ccccc23)cc(OC)c1OC	-2.4	1.2	-5.0	8.3	1.4	-2.7	0.3	1.5	-5.8
CCC(=O)N1CCN(c2ccccc2NC(=O)c2ccc([N+](=O)[O-])o2)CC1	4.1	-7.4	0.9	1.5	1.9	3.8	0.1	2.2	-5.3
CCOC(=O)c1ccc(NC2=CC(=O)C(=O)c3ccccc32)cc1	9.9	-10.8	-1.1	17.2	14.5	9.8	77.0*	58.2*	18.9
Cc1ccc(S(=O)(=O)NCc2ccco2)cc1C	-0.5	3.5	-2.1	4.5	6.8	-8.0	5.2	2.9	11.8
COc1ccccc1N1CCN(/N=C/c2cc(OC)c(OC)c(OC)c2)CC1	3.7	-0.9	-1.1	-0.6	-3.9	2.3	4.1	3.2	1.9
NC(=O)N\N=C/C=C/C=C/c1ccc(F)cc1	0.5	-5.9	-1.5	-2.8	8.3	-3.4	-5.3	0.3	-1.3
CCOc1ccc(Nc2nc(Cc3nnc(SCC(=O)c4ccc(C)c(C)c4)o3)cs2)cc1	3.7	-1.9	-8.8	16.1	1.7	-4.2	32.4	1.7	24.3
Cc1ccc(S(=O)(=O)N2CCN(C(=O)c3n[nH]c(=O)c4ccccc34)CC2)cc1	-1.6	-4.1	-2.7	5.1	20.8	2.2	1.7	-3.1	2.5
O=C(CCN1C(=O)c2cccc3cccc(c23)C1=O)N1CCOCC1	-3.3	-1.1	1.7	-3.0	1.5	3.3	4.7	-1.2	1.9
C=CCNC(=O)C1COc2ccccc2O1 (stereo unspecified)	5.0	-3.3	0.9	2.1	12.5	10.7	-7.2	6.0	13.1
O=c1oc2ccc(Cl)cc2cc1-c1ccccc1	-4.2	-4.1	-5.1	-5.4	0.5	-7.6	5.6	-6.5	6.6
Cc1[nH]n(-c2ccc(Cl)cc2)c(=O)c1C(=O)c1ccccc1	-2.3	-6.4	1.2	0.1	2.9	-4.3	5.5	0.9	5.7
COc1cccc(-c2noc(-c3ccc(Cl)nc3)n2)c1	-2.6	-1.6	-1.6	-1.8	9.0	-2.9	-2.1	13.9	5.8
Cc1ccc(S(=O)(=O)N2CCN(C(=O)N3CCOCC3)C2c2ccc(N(C)C)cc2)cc1 (stereo unspecified)	2.6	5.2	4.6	1.6	7.7	7.0	3.6	4.5	11.4
C=CCOC(=O)C1=C(C)NC(SCC(=O)Nc2nccs2)=C(C#N)C1c1ccc(Cl)cc1 (stereo unspecified)	-13.2	-6.9	-5.6	-2.3	-6.5	-15.4	-6.6	2.8	-18.4
O=C(NCC1COc2ccccc2O1)C1C2C=CC3(CN(Cc4ccccc4Cl)C(=O)C13)O2 (stereo unspecified)	1.8	-2.0	-0.2	6.7	-1.4	14.3	3.7	1.4	6.9
CCN(CC(=O)Nc1ccccc1C(F)(F)F)C(=O)CN1C(=O)NC2(CCCCC2)C1=O	0.4	-0.3	-0.9	-3.8	0.8	-0.6	-6.9	4.0	13.5
CCOC(=O)C(NC(=O)c1ccc(F)cc1)(Nc1nnc(C)s1)C(F)(F)F (stereo unspecified)	2.0	-0.8	1.0	3.1	5.6	2.7	8.3	5.1	-1.2
C(=N\Nc1nc(-c2cccnc2)nc2ccccc12)/c1ccccc1	-15.2	-4.5	-6.4	4.8	nt	-9.7	-15.8	nt	2.9
COc1ccc(CC(=O)Nc2ccc(S(=O)(=O)Nc3nccs3)cc2)cc1	-3.6	1.2	0.5	9.7	3.4	-1.7	-2.7	9.1	-8.3
CC(C)CC(=O)Nc1sc2c(c1C#N)CC(C)(C)NC2(C)C	0.4	1.8	-3.1	-7.9	-1.8	-1.4	-4.6	3.2	19.9
Cc1ccc(-c2cc(C(=O)O)c3cc(Br)ccc3n2)o1	9.0	8.2	-1.4	27.6*	23.4	6.4	-7.1	9.7	17.7
CC(C)(C)c1ccc(NC(=S)NCc2cccs2)cc1	-0.8	-2.2	-2.7	2.1	2.6	1.6	4.0	-1.5	-1.4
CCOC(=O)/C=c1\s/c(=C\c2ccc3cc(OC)ccc3c2)c(=O)n1CC(=O)NCc1ccc2c(c1)OCO2	-3.8	-2.3	-1.7	5.7	-3.7	6.5	2.5	-6.1	-2.3
Cn1c(=O)c2c(nc(NCCNC(=O)c3ccco3)n2Cc2ccc(Cl)cc2Cl)n(C)c1=O	-5.2	2.0	-2.2	-7.7	-0.8	-4.8	3.4	-2.2	1.2
O=C(CN(Cc1ccccc1)C(=O)CNS(=O)(=O)c1ccc(F)cc1)NCC1CCCO1 (stereo unspecified)	-2.5	-0.9	3.3	3.3	-0.3	-2.5	0.9	4.8	-3.2
CCOC(=O)c1ccc(NC(=O)c2ccccc2[N+](=O)[O-])cc1	-5.2	0.8	0.1	0.6	4.5	-7.4	-7.8	1.2	-0.2
O=C(NC12CC3CC(CC(C3)C1)C2)c1cncc(O)c1	-1.4	2.6	-2.1	2.7	22.0	-0.9	-8.9	17.8	0.5
CC(=O)CCC(=O)N1CCCC(N2CCN(c3cccc(Cl)c3)CC2)C1 (stereo unspecified)	1.4	-5.7	0.5	3.7	-0.1	6.5	1.1	-6.4	23.6
Cc1[nH]c(=O)c(C#N)cc1-c1ccncc1	4.0	1.4	2.4	0.1	3.2	2.9	0.7	8.7	1.1
O=c1cc(CO)oc(C(Nc2ccccn2)c2ccccc2Cl)c1O (stereo unspecified)	7.0	-3.4	2.7	5.8	9.2	4.6	8.1	-1.6	7.9
O=C(COC(=O)/C=C/c1cccc(F)c1)NC(=O)NC1CCCC1	nt	-8.0	nt	-4.4	4.8	nt	nt	5.5	23.4
N/C(=N\OC(=O)c1ccccc1)c1ccn[nH]1	-2.9	0.2	-0.1	5.6	1.3	-0.9	-0.7	5.8	-1.2
O=S(=O)(c1ccc(F)cc1)N1CCN(c2ccc(-c3ccccc3)nn2)CC1	0.3	0.9	-1.1	1.0	2.2	-0.7	-5.0	5.1	-11.8
Cc1cc(C(=O)OCC(=O)N2c3ccccc3NC(=O)C2(C)C)c(C)n1-c1ccccc1	-0.9	-5.2	3.2	9.4	3.1	11.8	-2.6	3.0	3.7
CN(CC(=O)Nc1cccc(F)c1)C(=O)CCCn1c(=O)oc2ccccc21	-0.6	-2.5	-0.3	-4.3	5.4	-0.5	-6.6	6.2	0.3
C=CCNc1sc(C(=O)c2cccs2)c(N)c1C#N	4.8	-4.4	3.2	5.5	11.8	1.7	-3.3	-4.4	27.7
COc1ccc(N2CCC(CNC(=O)Nc3ccc(C)c(C)c3)C2)cc1 (stereo unspecified)	0.1	-7.9	-1.7	3.4	6.0	-0.1	8.1	1.9	27.1
O=C(c1ccco1)c1coc2c1cc(O)c1ccccc12	11.3	-4.8	1.8	9.3	9.2	-1.6	43.2*	-9.5	3.5
CCN(CC)c1ccc(-c2nc3cnccn3c2NC2CCCC2)cc1	7.2	-5.5	-1.6	17.7	2.0	1.3	0.8	-1.3	26.8
CCC(C)[C@H](NC(=O)[C@@H]1CSC2c3ccccc3C(=O)N21)C(=O)NCc1ccncc1 (stereo partly specified)	-9.4	-0.1	-1.1	1.4	3.5	-2.9	1.6	13.1	-9.6
(more compounds)
SMILES	PME-1 primary	PAD4 inh	LYPLA1 counter	pPAFAH inh	PAFAH1B2 inh	LYPLA2 inh	GSTO1 inh	PAFAH1B3 FP inh	PREPL inhibitor
CCOc1ccc(N2C(=O)/C(=C/c3ccccc3)N=C2SC)cc1	3.1	-3.8	0.3	1.3	4.8	1.5	-2.7	9.0	0.2
Nc1nonc1-n1nnc(C(=O)N/N=C/c2cccc(Cl)c2)c1CN1CCCCCC1	-5.0	-1.0	-3.6	3.0	-0.6	-4.9	0.2	6.0	-2.7
COc1ccc(C(=O)NC2CC2)cc1OC1CCN(Cc2ccc(Cl)cc2)CC1	-2.8	5.2	-4.0	-1.9	1.2	3.2	6.5	2.3	4.1
NS(=O)(=O)c1ccc(CNC(=O)c2cc(=O)c3ccccc3o2)cc1	-5.4	-0.7	-3.2	3.0	-1.6	-4.0	-6.0	4.1	-19.4
O=C(CN1C(=O)C2C3C=CC(C3)C2C1=O)NCc1ccco1 (stereo unspecified)	-0.9	-0.6	-3.5	-5.2	0.2	-4.9	-12.2	4.5	10.2
CCCc1nc2ccc(NC(C)=O)cc2c(=O)n1Cc1cccc(Cl)c1	-0.8	4.8	-3.0	2.1	-0.1	-4.2	-1.5	10.0	-63.5
COc1cc(NC(=O)COC(=O)c2ccc(C)c(S(=O)(=O)N3CCCCC3)c2)c(C)cc1[N+](=O)[O-]	7.1	-1.0	-11.2	6.9	2.1	-16.1	5.3	-1.6	-0.7
Cc1ccc(CSCC(=O)N2CCOCC2)cc1	4.3	-1.6	1.8	4.9	4.9	-3.6	5.4	3.3	3.3
O=C(Cn1nnc(-c2cccs2)n1)N1CCOCC1	-2.8	-0.8	-0.2	4.1	1.3	1.2	12.3	3.0	14.7
COCc1c(C(=O)OCC(=O)N2c3ccccc3CC2C)oc2ccccc12 (stereo unspecified)	-1.4	-0.9	-0.9	1.7	-2.2	2.5	12.3	-9.8	9.5
CC(=O)Nc1c(C)nn(-c2ccc(C)c(C)c2)c1C	3.2	-1.1	-0.6	5.5	2.5	2.4	-3.6	8.3	10.0
Cc1cc(NC(=O)COc2cccc([N+](=O)[O-])c2)no1	2.6	-3.6	3.3	-1.1	4.8	0.1	-0.4	-9.2	13.2

Not all compounds are listed (hit frequency here may not be typical).
